High-throughput results (PubChem BioAssay)
CRFR2-BP ag: agonists of human CRF-binding protein/CRF-R2 receptor complex | HEK293 CRF-R2/CRF-BP, calcium dye fluorescence (FLIPR); percent of saturating CRF peptide response | activation, % at 13.2 µM | 0.46% of 350,000 active | AID 588473;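 active = activation of at least 50%, plus an integration ratio under a set limit after plate pattern correction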;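 note: plate controls were neutral control wells without compound for no effect and CRF at EC100 for full effect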
CHRM4 PAM: positive allosteric modulators of human muscarinic M4 receptor | CHO-K1 hM4/Gqi5, Fluo-8 calcium fluorescence, ACh EC20; 0% = ACh EC20, 100% = maximal ACh | P08173 | activation, % at 3 µM | 0.4% of 360,000 active | AID 624126;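 active = activation above its plate's cutoff, the mean activation of sample wells plus 3 SD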; note: some results filed as inactive read as strong as hits
Target sequence (P08173 whole entry, looked up): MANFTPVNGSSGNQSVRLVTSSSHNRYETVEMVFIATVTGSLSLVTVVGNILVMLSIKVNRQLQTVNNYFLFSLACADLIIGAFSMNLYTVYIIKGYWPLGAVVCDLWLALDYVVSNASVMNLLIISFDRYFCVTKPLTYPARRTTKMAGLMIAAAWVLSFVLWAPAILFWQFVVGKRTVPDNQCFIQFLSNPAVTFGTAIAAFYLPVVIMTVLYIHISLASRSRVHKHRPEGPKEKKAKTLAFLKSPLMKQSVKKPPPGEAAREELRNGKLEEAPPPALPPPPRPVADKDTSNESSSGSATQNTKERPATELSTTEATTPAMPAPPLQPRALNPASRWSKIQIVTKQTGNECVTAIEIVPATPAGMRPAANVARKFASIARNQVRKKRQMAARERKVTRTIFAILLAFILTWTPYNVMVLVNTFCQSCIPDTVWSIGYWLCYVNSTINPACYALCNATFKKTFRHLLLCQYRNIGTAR
CRFBP-R2 block: antagonists of CRF-binding protein/CRF-R2 receptor complex; HEK293 CRF-R2/CRF-BP, CRF-induced calcium fluorescence; inhibition, % at 11.8 µM; 0.59% of 350,000 active;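 active = inhibition of the ligand-induced calcium signal above about 50% at the single tested concentration, limit read from the data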
CHRM5 antagonist: blocks acetylcholine activation of human M5 receptor | P08912 | CHO-hM5 cells, Fluo-8 calcium fluorescence, ACh EC80 | inhibition, % at 3 µM | 0.59% of 360,000 active | AID 624040;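 active = inhibition above a per-plate cutoff, the mean of that plate's test compounds plus 3 SD, cut at about 27% in these data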;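 note: 0% = acetylcholine EC80 with DMSO and 100% = DMSO without agonist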
Target sequence (P08912 whole entry, looked up): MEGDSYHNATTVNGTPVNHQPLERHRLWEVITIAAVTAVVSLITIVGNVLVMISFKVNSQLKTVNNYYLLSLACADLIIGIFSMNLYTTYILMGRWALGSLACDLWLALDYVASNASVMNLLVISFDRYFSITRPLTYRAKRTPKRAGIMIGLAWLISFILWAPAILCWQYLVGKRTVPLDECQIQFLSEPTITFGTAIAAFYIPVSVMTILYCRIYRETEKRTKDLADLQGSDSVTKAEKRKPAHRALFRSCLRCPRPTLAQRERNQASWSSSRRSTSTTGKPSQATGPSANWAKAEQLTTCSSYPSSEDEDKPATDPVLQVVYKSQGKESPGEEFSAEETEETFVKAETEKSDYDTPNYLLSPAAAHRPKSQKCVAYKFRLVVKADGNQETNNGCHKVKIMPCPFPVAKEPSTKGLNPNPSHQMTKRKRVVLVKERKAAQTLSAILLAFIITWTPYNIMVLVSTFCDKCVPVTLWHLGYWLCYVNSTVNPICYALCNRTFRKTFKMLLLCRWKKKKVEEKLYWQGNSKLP
CHRM5 PAM: positive allosteric modulators of human muscarinic M5 receptor. CHO-K1 hM5, Fluo-8 calcium, ACh EC20 PAM; 0% = ACh EC20, 100% = ACh EC100. 0.3% of 360,000 active. activation, % at 3 µM. P08912;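 active = activation above the run cutoff, the mean activation of all test compounds plus 3 SD, cut at about 18% in these data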
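Replicates: One well per compound, no replicates | System: Human M5 receptor in CHO-K1 cells | Benchmarks: Low control EC20 acetylcholine (0%), high control EC100 acetylcholine (100%) | Probe or stimulus: Acetylcholine, EC20 level | Times: Fluo-8 loading 80 min at 37 °C plus 30 min room temperature | Signal: Intracellular calcium via Fluo-8 fluorescence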
TAAR1 antag: human TAAR1 antagonism | CHO RD-HGA16 TAAR1, Fluo-8 calcium fluorescence, antagonist | inhibition, % at 3 µM | 1.5% of 360,000 active | AID 624466;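 active = inhibition above a per-plate cutoff, the mean inhibition of test compounds on that plate plus 3 SD, cut at about 49% in these data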;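 note: 0% = DMSO plus EC80 beta-PEA response and 100% = DMSO alone without agonist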
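Material: CHO RD-HGA16 cells bearing hTAAR1; compound dosing: one-point dosing, 3 µM nominal final; schedule: dye loading 75 min at 37 °C, then 30 min room temperature; measured by: calcium fluorescence with Fluo-8; control set: vehicle and agonist controls; replication: n of 1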
M1 PAM parental: counter-screen for M1 PAMs: effect in parental CHO-K1 cells; ATP EC20, Fluo-8 calcium fluorescence; 0% at ATP EC20, 100% at ATP max; activation, % at 3 µM; 0.02% of 360,000 active; AID 602247;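 active = activation above the run cutoff, the mean activation of all test compounds plus 3 SD, cut at about 40% in these data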;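 note: peak over basal fluorescence ratio in a 140 s read after ATP addition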
CHRM5 agonist: CHRM5 agonism in calcium assay; activation, % at 3 µM; 0.19% of 360,000 active; P08912; CHO-K1 hM5 cells, Fluo-8 calcium fluorescence; 0% DMSO wells, 100% maximal acetylcholine response; AID 624037;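 active = activation above the run's mean over test compounds plus 3 SD, cut at about 23% in these data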;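 note: signal is peak over basal fluorescence ratio across the kinetic read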
TAAR1 agonist: human TAAR1 agonism; CHO RD-HGA16 TAAR1, Fluo-8 calcium fluorescence; vehicle wells 0%, saturating PEA agonist 100%; AID 624467; activation, % at 3 µM; 0.99% of 360,000 active;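 active = activation above the mean activation of all test compounds in the run plus 3 SD, cut at about 38% in these data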
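Benchmarks: low control DMSO, high control PEA (EC100); System: CHO RD-HGA16 cells carrying human TAAR1 plus Gα16; Detection: Fluo-8 fluorescence, 5 s baseline then 140 s kinetic read; Schedule: 17-24 h plating, Fluo-8 75 min 37 °C, 30 min RT; Read-out basis: % activation from peak over basal fluorescence ratio, DMSO-to-PEA scaled.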
* marks the source's active call; other numbers are inactive results; / = no result given.

The opening 17 compounds, to show the layout:
SMILES	CRFR2-BP ag	CHRM4 PAM	CRFBP-R2 block	CHRM5 antagonist	CHRM5 PAM	TAAR1 antag	M1 PAM parental	CHRM5 agonist	TAAR1 agonist
CN(C(=O)c1cccc(Nc2ccc(-c3ccc4c(c3)OCCO4)nn2)c1)C1CCCCC1	-1.3	-3	11	12	-13	54*	18	-2	13
Cc1ccccc1C(=O)Nc1nnc(SCC(=O)NC2CC2)s1	1.0	1	2	7	-2	-33	1	4	5
O=C(Nc1nc(-c2ccncc2)cs1)c1ccc(S(=O)(=O)N2CCOCC2)cc1	-1.2	5	-3	-2	0	-2	4	0	13
Cc1ccc2nc(-c3ccccc3)c(Cc3ccsc3)n2c1	/	2	/	7	2	-13	-7	-4	-2
O=C(NC1CCCC1)c1sc(=S)n2c1[nH]c(=O)c1ccccc12	87*	-1	30	-2	-3	-2	1	0	23
CC(=O)CS(=O)(=O)c1ccc(Oc2ccc(S(=O)(=O)CC(C)=O)cc2)cc1	1.4	0	18	-6	-6	-3	11	5	9
CS(=O)(=O)N(CC(=O)NC1CCCC1)c1ccc2c(c1)OCCO2	-0.9	-1	14	2	-2	-6	-6	1	2
CC(C)c1ccc(CNC(=O)C2CC(=O)N(C3CCCCC3)C2)cc1 (stereo unspecified)	0.1	-4	-1	3	-3	-7	-1	0	0
NC1=NS(=O)(=O)NC1c1ccc(F)cc1 (stereo unspecified)	1.1	7	-48	-4	7	3	25	-1	0
CCOCC(=O)Nc1nnc(C)s1	1.6	0	-28	-3	3	-15	7	-1	0
COc1ccc(C(c2c(O)ccc3ccccc23)N2CCOCC2)c(OC)c1 (stereo unspecified)	0.4	-4	-17	5	-3	21	20	-2	9
Cc1ccc(N/N=C2\CS(=O)(=O)N(C)c3ccsc32)cc1	9.3	0	-49	1	-9	16	10	-6	11
O=C1c2ccccc2CN2C(=O)c3ccccc3CN12	1.5	3	-10	-3	0	-14	3	-4	3
O=C(COc1ccccc1)Nc1nnc(S(=O)(=O)N2CCCCC2)s1	3.7	3	6	7	-3	-5	9	-4	4
CCOC(=O)CN1CC23C=CC(O2)C(C(=O)Nc2ccc4c(c2)OCO4)C3C1=O (stereo unspecified)	-2.9	0	-9	-2	-4	-29	11	2	2
COCCNC(=S)N1CCC(NC(=O)c2ccco2)CC1	-3.4	0	-4	10	1	-11	18	0	6
CC(C)c1cc(=O)n2[nH]c(SCc3ccccc3)nc2n1	-0.2	3	2	1	3	-38	4	-3	-2

This part in full, from the first entry:
SMILES	CRFR2-BP ag	CHRM4 PAM	CRFBP-R2 block	CHRM5 antagonist	CHRM5 PAM	TAAR1 antag	M1 PAM parental	CHRM5 agonist	TAAR1 agonist
CN(C(=O)c1cccc(Nc2ccc(-c3ccc4c(c3)OCCO4)nn2)c1)C1CCCCC1	-1.3	-3	11	12	-13	54*	18	-2	13
Cc1ccccc1C(=O)Nc1nnc(SCC(=O)NC2CC2)s1	1.0	1	2	7	-2	-33	1	4	5
O=C(Nc1nc(-c2ccncc2)cs1)c1ccc(S(=O)(=O)N2CCOCC2)cc1	-1.2	5	-3	-2	0	-2	4	0	13
Cc1ccc2nc(-c3ccccc3)c(Cc3ccsc3)n2c1	/	2	/	7	2	-13	-7	-4	-2
O=C(NC1CCCC1)c1sc(=S)n2c1[nH]c(=O)c1ccccc12	87*	-1	30	-2	-3	-2	1	0	23
CC(=O)CS(=O)(=O)c1ccc(Oc2ccc(S(=O)(=O)CC(C)=O)cc2)cc1	1.4	0	18	-6	-6	-3	11	5	9
CS(=O)(=O)N(CC(=O)NC1CCCC1)c1ccc2c(c1)OCCO2	-0.9	-1	14	2	-2	-6	-6	1	2
CC(C)c1ccc(CNC(=O)C2CC(=O)N(C3CCCCC3)C2)cc1 (stereo unspecified)	0.1	-4	-1	3	-3	-7	-1	0	0
NC1=NS(=O)(=O)NC1c1ccc(F)cc1 (stereo unspecified)	1.1	7	-48	-4	7	3	25	-1	0
CCOCC(=O)Nc1nnc(C)s1	1.6	0	-28	-3	3	-15	7	-1	0
COc1ccc(C(c2c(O)ccc3ccccc23)N2CCOCC2)c(OC)c1 (stereo unspecified)	0.4	-4	-17	5	-3	21	20	-2	9
Cc1ccc(N/N=C2\CS(=O)(=O)N(C)c3ccsc32)cc1	9.3	0	-49	1	-9	16	10	-6	11
O=C1c2ccccc2CN2C(=O)c3ccccc3CN12	1.5	3	-10	-3	0	-14	3	-4	3
O=C(COc1ccccc1)Nc1nnc(S(=O)(=O)N2CCCCC2)s1	3.7	3	6	7	-3	-5	9	-4	4
CCOC(=O)CN1CC23C=CC(O2)C(C(=O)Nc2ccc4c(c2)OCO4)C3C1=O (stereo unspecified)	-2.9	0	-9	-2	-4	-29	11	2	2
COCCNC(=S)N1CCC(NC(=O)c2ccco2)CC1	-3.4	0	-4	10	1	-11	18	0	6
CC(C)c1cc(=O)n2[nH]c(SCc3ccccc3)nc2n1	-0.2	3	2	1	3	-38	4	-3	-2
Cc1c(C(=O)O)sc(S(=O)(=O)N2CCN(C(=O)Cc3ccc(Cl)cc3)CC2)c1C(=O)O	2.6	3	-7	9	-7	-4	-6	4	10
Cc1ccc(S(=O)(=O)N2CCC(=O)N([C@H](COCc3ccccc3)Cc3ccccc3)CC2)cc1	/	8	/	-13	6	1	-2	0	-2
O=C(NNC(=S)NCc1ccccc1)c1cccc([N+](=O)[O-])c1	-1.0	5	1	10	6	-25	-10	3	1
O=C(COC(=O)Cc1cccc(F)c1)NC(=O)NC1CCCCC1	-1.9	-8	7	-5	4	12	13	0	2
CNc1nn(-c2cccc(Cl)c2)nc1N	0.5	11	-2	23	1	4	2	-4	1
COc1ccc(NC(=O)c2ccc(COc3ccccc3)o2)c(OC)c1	-0.2	-5	9	0	0	-6	42*	-4	-1
COc1cc([N+](=O)[O-])ccc1NC(=O)CSc1nnc(C)c(C)n1	-1.5	-15	5	20	-16	-26	4	-6	1
CC[C@H](C)[C@@H](C(=O)N1CCNCC1)n1cc([C@@H](N)CO)nn1	-0.2	2	19	10	-1	2	-5	0	2
Cc1nnn(C23CC4CC(CC(CC(=O)Nc5ccc(C)c(C)c5)(C4)C2)C3)n1	0.6	-5	3	-3	-2	-10	24	-2	4
Cc1ccccc1C(=O)N1CCC2CC1c1cc(Cl)ccc12 (stereo unspecified)	1.4	5	-4	-8	3	-10	4	-3	4
COc1ccc(Cl)cc1S(=O)(=O)N1CCN(C(=O)c2ccco2)CC1	-0.5	2	16	-7	3	-8	6	-8	7
CC(C)(C)c1ccc(OCCC(=O)OCC(=O)N2c3ccccc3NC(=O)C2(C)C)cc1	0.4	-13	-6	36*	-35	93*	-19	3	9
Fc1ccc2c(c1)/C(=N/Nc1ccccn1)CCS2	1.4	-2	-9	3	-1	-12	23	-4	-2
O=C(Cc1ccccc1)NCCCN1CCN(CCCNC(=O)Cc2ccccc2)CC1	-1.0	7	12	-10	6	-19	19	-6	3
Cc1cc(C)cc(NC(=O)c2nnn(Cc3cc(C)ccc3C)c2N)c1	54*	-10	-75	17	-5	/	-14	28*	/
COc1cccc(NC(=O)CSc2nnc(C)s2)c1	-0.5	-1	-4	-5	2	1	5	-2	7
Cc1cccc(C)c1NC(=O)CNC(=O)c1ccc(N2CCCC2)c([N+](=O)[O-])c1	-0.7	0	-2	6	4	1	-5	-2	1
NC(=S)Nc1cccc2cccnc12	0.1	-1	-6	-3	2	4	8	-1	7
O=C(CSc1nncn1-c1ccccc1)Nc1ccccc1	0.3	-3	5	4	-3	3	-21	3	5
CCOC(=O)N1CCN(Cc2nc3cc(NC(C)=O)ccc3n2C)CC1	-1.8	-1	9	3	5	-5	4	-4	0
FC(F)(F)c1cc(-c2ccccc2)nc(N2CCOCC2)n1	2.2	0	-24	10	5	-8	11	-1	14
CC(c1ccco1)N(C(=O)c1ccccc1NS(=O)(=O)c1cccc([N+](=O)[O-])c1)c1ccccn1 (stereo unspecified)	14	7	28	9	-12	/	-6	3	/
CN1CCN(C2=C(NS(=O)(=O)c3cccs3)C(=O)c3ccccc3C2=O)CC1	-1.0	7	-6	7	1	-14	19	1	0
COc1ccc([C@H]2N[C@]3(CCCN(Cc4cccn4C)C3=O)[C@H]3C(=O)N(C)C(=O)[C@@H]23)cc1	3.0	7	5	3	2	6	29	0	0
COc1cccc2cc(C(=O)C3=C(O)C(=O)N(CCN(C)C)C3c3ccc(F)cc3)oc12 (stereo unspecified)	-1.5	0	16	-1	1	-31	14	0	12
O=S(=O)(Nc1ccc(N2CCOCC2)cc1)c1ccc(F)cc1F	1.6	-4	-6	1	-1	-19	14	1	3
CCN(CC)c1ccc2ccc(=O)oc2c1	-0.3	19	5	-2	0	-3	11	-6	7
CCN(CC1COc2ccccc2O1)S(=O)(=O)c1ccc(C)cc1 (stereo unspecified)	2.6	-6	23	7	-10	-4	-6	-2	-2
Cc1ccc2c(c1)N(C(=O)CCC(=O)N1CCCCC1)CCO2	1.5	1	-38	-1	-4	3	1	-2	0
CCO/C=C1/C(=O)N(C)C(=O)c2cc(OC)ccc21	0.1	-3	7	-3	-5	3	-8	-1	0
CCCOc1ccccc1C(=O)N(Cc1ccco1)C1CCS(=O)(=O)C1 (stereo unspecified)	-2.6	1	-7	8	0	6	13	-4	2
Cc1cccc(-c2c3c(=O)n(C)c(=O)n(C)c3c3cccnn23)c1	-1.5	9	0	5	0	-9	11	-4	1
CC(=O)c1ccc(NC(=O)C(C)OC(=O)c2ccc3c(c2)nc(C)n3-c2ccccc2)cc1 (stereo unspecified)	-2.1	-7	18	17	-7	25	-1	1	3
O=C(CSc1ccc(C(F)(F)F)cc1[N+](=O)[O-])N1CCOCC1	0.6	-2	-5	1	-4	4	6	0	0
O=S(=O)(NCC(c1cccnc1)N1CCN(c2ccc(F)cc2)CC1)c1ccc(F)cc1 (stereo unspecified)	-0.1	5	-19	-2	-1	-9	17	0	0
O=[N+]([O-])c1ccc2nc(NCCCO)nc(-c3ccccc3)c2c1	15	-4	-142	-1	2	-8	0	0	1
O=C(Nc1cccc([N+](=O)[O-])c1)C12CC3CC(C1)CC(n1cnc([N+](=O)[O-])n1)(C3)C2	-2.3	-2	-7	-4	-1	6	-4	-5	14
COc1ccc(C(=O)CN2CCN(c3ccc(F)cc3)CC2)cc1OC	-3.4	19	19	6	10	0	-3	-2	2

This is a random part of the collection; overall some 4.2% were active at least once.
